NadD inh: NadD (S. aureus) enzyme inhibition; purified NadD enzyme, colorimetric absorbance read-out; inhibition, % at 20 µM; 360,000 compounds, 0.78% hits; AID 602399; in the data active means inhibition above about 26%; further: some compounds past the cut are filed as inactive
DNMT1 inh: inhibitors of human DNMT1; P26358; DNMT1 molecular beacon, Hinp1I cleavage, fluorescence; inhibition (reported as % activation of signal), % at 10 µM; 360,000 compounds, 0.83% hits; in the data active means inhibition above about 50%
Neddyl block: inhibitors of human cullin neddylation. 360,000 compounds, 0.58% hits. TR-FRET cullin neddylation, biochemical. P61081+Q13564. calls only at 25 µM; in the data active means inhibition above about 36%
Rpn11 block: inhibitors of human proteasome Rpn11. human 26S proteasome, Ub4-pepOG fluorescence polarization; 20S core pre-blocked with epoxomicin. calls only at 20 µM. 360,000 compounds, 0.59% hits;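 active means inhibition at 20 µM, scaled to each plate's controls, above about 33%, limit read from the data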
Target sequence (O00487 whole entry, looked up): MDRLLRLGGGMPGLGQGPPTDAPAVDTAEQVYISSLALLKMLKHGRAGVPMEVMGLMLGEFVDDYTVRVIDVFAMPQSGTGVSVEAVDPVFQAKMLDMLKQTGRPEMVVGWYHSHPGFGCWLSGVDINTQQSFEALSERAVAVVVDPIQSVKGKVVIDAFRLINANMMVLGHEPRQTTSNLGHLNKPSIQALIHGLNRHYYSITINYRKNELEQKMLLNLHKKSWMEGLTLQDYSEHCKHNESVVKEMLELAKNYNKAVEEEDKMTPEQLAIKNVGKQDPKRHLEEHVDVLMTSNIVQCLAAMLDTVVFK
SUMO1 PPI mod: modulators of human SUMO1-mediated protein-protein interactions. AID 602429. SUMO1 binding to a labelled peptide, TR-FRET, 1 h. 360,000 compounds, 0.33% hits. inhibition, % at 20 µM. P63165; in the data active means inhibition above about 37%
Target sequence (P63165 whole entry, looked up): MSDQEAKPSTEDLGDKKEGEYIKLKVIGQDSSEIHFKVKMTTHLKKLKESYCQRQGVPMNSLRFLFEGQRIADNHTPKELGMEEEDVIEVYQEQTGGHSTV
STEP block: inhibitors of human striatal-enriched phosphatase STEP; 360,000 compounds, 0.25% hits; inhibition, % at 20 µM; recombinant STEP, OMFP fluorogenic substrate, fluorescence;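 active means inhibition at 20 µM, scaled per plate between control wells, above about 37%, limit read from the data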;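 further: 0% = DMSO with enzyme and substrate and 100% = substrate only without enzyme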
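Measure: Control-normalized % inhibition with plate pattern correction | Test system: STEP phosphatase, cell-free reaction | Medium: pH 6.0 Bis-Tris with DTT and Tween 20 | Technique: Fluorescence, 480/540 nm | Times: Reaction 20 min, ambient temperature | Doses: Single compound dose of 20 µM, 1% DMSO final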
LMPTP block: LMPTP (human) inhibition; recombinant LMPTP-A, OMFP fluorogenic substrate, fluorescence intensity; inhibition, % at 20 µM; 360,000 compounds, 0.22% hits; AID 651560;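 active means compounds that cut the enzyme signal by at least half of the control window in the single-dose screen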;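 further: plate controls were DMSO wells with enzyme plus substrate for no effect and substrate without enzyme for full effect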
Target sequence (P24666 whole entry, looked up): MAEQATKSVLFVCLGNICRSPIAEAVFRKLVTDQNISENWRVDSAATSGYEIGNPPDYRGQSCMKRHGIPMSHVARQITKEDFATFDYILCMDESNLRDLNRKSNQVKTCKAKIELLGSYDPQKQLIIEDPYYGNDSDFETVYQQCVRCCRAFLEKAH
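Assay system: LMPTP-A phosphatase enzyme | Input: 0.625 nM enzyme | Also added: Fluorogenic phosphatase substrate OMFP at 400 µM final | Compound dosing: One test concentration per compound, 20 µM, with 3% DMSO overall | Schedule: 50 min enzyme reaction at room temperature, protected from light | Signal: Fluorescence intensity | Benchmarks: no-enzyme and uninhibited controls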
Scp1 inh: inhibitors of human Scp-1 phosphatase; Q9GZU7; Recombinant Scp1, phosphopeptide, malachite green phosphate absorbance; inhibition, % at 20 µM; 340,000 compounds, 0.88% hits;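 active means inhibition above about 50% at 20 µM, limit read from the data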;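 further: plate controls were DMSO wells with enzyme for no effect and wells lacking enzyme for full effect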
Target sequence (Q9GZU7 76-261 limits assumed): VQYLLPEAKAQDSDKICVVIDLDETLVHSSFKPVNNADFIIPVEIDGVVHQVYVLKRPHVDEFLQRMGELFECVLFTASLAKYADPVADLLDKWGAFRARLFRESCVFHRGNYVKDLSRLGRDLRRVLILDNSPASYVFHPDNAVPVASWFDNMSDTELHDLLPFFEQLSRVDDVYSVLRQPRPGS
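Assay system: SCP-1 catalytic fragment, aa 76-261 | Buffer or medium: Tris acetate buffer pH 5.5 with MgCl2 and Tween-20 | Compound: One concentration, 20 µM, with 1.0% DMSO | Also added: Phospho 17-mer peptide substrate | Signal: Absorbance at 630 nm | Incubation: 45 min enzyme reaction at room temperature | Measure: % inhibition of SCP-1 phosphate liberation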
CSN deneddyl inh: CSN deneddylation inhibition; Q92905; Purified CSN, SCF-Nedd8-OG deneddylation, fluorescence polarization; inhibition, % at 12.5 µM; 360,000 compounds, 0.38% hits; AID 651999;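 active means pattern-corrected inhibition above about 35%, with an unprinted fluorescence ratio check between 0.5 and 1.5, limit read from the data, passing the limit was not always enough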;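 further: 0% = enzyme with substrate and 100% = substrate without enzyme; some results filed as inactive read as strong as hits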
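Test system: Human Csn5 produced in HEK293T cells | Compound: 12.5 µM single point | Times: 90 min, room temperature | Signal: Fluorescence polarization readout | Read-out basis: % inhibition of substrate cleavage by Csn5 | Controls: no-enzyme wells high, enzyme-with-substrate wells low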
Rin1 Abl inh: human Rin1-Abl interaction inhibition; P00519+Q13671; TR-FRET Rin1/Abl binding, biochemical; inhibition, % at 7.35 µM; 360,000 compounds, 0.4% hits; AID 588664; in the data active means inhibition above about 5%, passing the limit was not always enough
Numbers without * were called inactive; i = inactive; x = not tested or not shown.

Order of results: NadD inh	DNMT1 inh	Neddyl block	Rpn11 block	SUMO1 PPI mod	STEP block	LMPTP block	Scp1 inh	CSN deneddyl inh	Rin1 Abl inh
[1] C=CCCCCCCCCC(=O)NNC1CC(=O)N(c2ccccc2)C1=O (stereo not drawn)
  -1	10	i	i	-2	-2	-0.2	-8	5	2
[2] Cc1cccc(Nc2ccc(C(=O)O)cc2[N+](=O)[O-])c1C
  -3	-1	i	i	-39	2	0.6	-12	5	2
[3] CCC(=O)NCCc1cc2cc(C)c(C)cc2[nH]c1=O
  -4	1	i	i	0	-1	-1.8	4	4	-1
[4] Cc1n[nH]c(=O)nc1NCc1ccccc1Cl
  -7	0	i	i	-4	-1	-8.3	-15	2	-3
[5] CCCc1cc(-c2[nH]ncc2-c2ccc3c(c2)OCCCO3)c(O)cc1O
  6	-18	i	i	2	-2	-4.1	-5	-2	-6
[6] CCOc1cc(/C=C/C(=O)O)ccc1OCCO
  -7	-3	i	i	4	3	-0.7	-2	5	-3
[7] Cc1ccc(O)c(C(CC(=O)NC2CCCCC2)c2ccccc2)c1 (stereo not drawn)
  -1	3	i	i	1	4	1.7	-1	0	1
[8] Cc1cc(N2CCN(C)CC2)nc2ccc(NC(=S)N3CCCCCC3)cc12
  -15	-2	i	i	-11	2	4.1	-6	0	-4
[9] Cc1c(NC(=O)CCCN2C(=O)c3cccc4cccc(c34)C2=O)c(=O)n(-c2ccccc2)n1C
  4	3	i	i	-23	1	2.5	3	2	-5
[10] Cc1cc(C)c2c(CN3CCCCC3C)cc(=O)oc2c1 (stereo not drawn)
  -3	3	i	i	-9	0	-1.0	-3	0	0
[11] N#CCCN(Cc1ccccc1)S(=O)(=O)c1cccs1
  -11	-1	i	i	1	0	-0.1	-7	-1	1
[12] Cc1ccccc1S(=O)(=O)N1[C@@H](c2cccc(Cl)c2)C(C(=O)OC(C)(C)C)=CC[C@H]1c1ccc(Cl)cc1
  1	3	i	i	-2	3	1.2	x	-6	-1
[13] COc1ccccc1NC(=O)Nc1ccccc1C#N
  -4	0	i	i	7	1	-1.3	-8	10	0
[14] CC(C)c1cccc(C(C)C)c1NC(=O)COC(=O)c1ccc2c(c1)S(=O)(=O)c1ccccc1C2=O
  9	2	i	i	-15	-4	-1.2	0	-8	1
[15] Cn1c(CNS(=O)(=O)c2ccc(Br)cc2)n[nH]c1=S
  -1	3	i	i	23	-2	-2.0	-5	-1	1
[16] CCN(CC)CCC(c1ccc(N(C)C)cc1)c1c(OC)cc(OC)c2ccc(=O)oc12 (stereo not drawn)
  -6	3	i	i	-3	1	0.7	0	0	-4
[17] COc1ccc(OC)c(CN2CCC(Cc3ccccc3)CC2)c1
  0	1	i	i	3	2	-1.4	-2	3	1
[18] CN1CCN(S(=O)(=O)c2ccc(N3CCN(S(=O)(=O)c4cccs4)CC3)nc2)CC1
  -9	-1	i	i	8	2	11	-5	5	-2
[19] Cc1ccc(C(=O)COC(=O)C2CC(=O)N(c3nc(-c4ccccc4)cs3)C2)cc1C (stereo not drawn)
  -6	-2	i	i	2	0	2.7	-16	2	-5
[20] COc1ccc(NC(=O)c2cccc(-n3c(C)ccc3C)c2)c(OC)c1
  1	-4	i	i	0	-1	0.6	-2	2	-7
[21] Oc1cccc(Nc2nc(NCC3CCCO3)c3ccccc3n2)c1 (stereo not drawn)
  -1	-1	i	i	6	1	29	-4	6	-1
[22] O=C(COC(=O)Cc1ccc(Br)cc1)NC1CCCCCC1
  -7	3	i	i	3	1	0.4	-4	-8	0
[23] Cc1cnc(C(=O)OCC(=O)Nc2sc3c(c2C#N)CCC3)cn1
  0	15	i	i	3	1	0.9	27	4	-1
[24] COC(=O)[C@]1(Cc2ccccc2)N[C@H](CN(C)C(=O)Nc2ccc(C(F)(F)F)cc2)[C@@H]2C(=O)N(Cc3ccccc3)C(=O)[C@@H]21
  9	-10	i	i	-2	0	4.3	4	-3	-1
[25] O=C(COC(=O)c1cc(-c2ccco2)nc2ccccc12)NCc1ccc2c(c1)OCO2
  43*	77*	i	i	0	0	26	46	14	1
[26] Cc1ccccc1N1C(=O)C2ON(c3ccccc3)C(c3cccnc3)C2C1=O (stereo not drawn)
  0	-9	i	i	0	3	-0.7	-4	-1	-3
[27] CC(c1ccco1)N(C(=O)c1cc(Cl)cc(Cl)c1)c1ccccn1 (stereo not drawn)
  1	2	i	i	2	-1	0.9	-3	6	2
[28] CCOC(=O)CC(=O)Nc1nnc(C(C)C)s1
  -2	-1	i	i	0	-1	-1.5	-4	-3	0
[29] CCOCCCNC(=S)N(Cc1ccccc1)Cc1nc2ccccc2c(=O)[nH]1
  2	-5	i	i	1	4	-0.7	-8	3	-1
[30] CCOc1ccc(OCC)c(NC(=O)CSc2nnnn2CC)c1
  -8	3	i	i	-1	1	2.1	-7	-5	-5
[31] CCN(C(=O)COC(=O)c1ccccc1NCCO)c1cccc2ccccc12
  -2	0	x	i	8	-3	0.6	-1	-5	0
[32] CN(Cc1ccccc1C(F)(F)F)C(=O)C1CCC(=O)N(CC2CCCCC2)C1 (stereo not drawn)
  2	2	i	i	2	4	-0.4	x	-3	-1
[33] O=C(c1ccccc1)N1CCN(C(=O)c2cc3nc(-c4ccccc4)cc(C(F)(F)F)n3n2)CC1
  2	-3	i	i	-12	-2	0.2	-12	-4	0
[34] CCC(c1nnc(SCC(=O)NCCc2ccc(Cl)cc2Cl)o1)N(C)C (stereo not drawn)
  8	-3	i	i	-2	1	0.2	-2	1	-3
[35] Cc1cccc(CN2CCC(C(=O)Nc3ccc(Oc4cccnc4)cc3)CC2)c1
  -8	0	i	i	1	-2	-0.4	-2	0	2
[36] CN(C)C(=O)Cn1c(SCC(=O)Nc2ccc3c(c2)OCO3)nc2ccccc21
  10	3	i	i	0	-2	2.7	-6	-1	-1
[37] COc1cc2[nH]c(=O)n(CCC(=O)N3CCN(c4cccc(C)c4C)CC3)c(=O)c2cc1OC
  -9	-5	i	i	5	2	-1.0	-1	2	4
[38] CC(=O)C(Cc1ccccc1)NC(=O)CN1CCc2ccccc2C1 (stereo not drawn)
  2	-1	i	i	-21	-2	-7.5	-3	-3	3
[39] Cc1cccc(C)c1NC(=O)COC(=O)CSc1nnc(N)s1
  4	-2	i	i	-4	-3	-3.3	0	-10	-5
[40] COc1ccc(OC)c(NC(=O)c2cc(OC(C)=O)cc(C(=O)Nc3cc(OC)ccc3OC)c2)c1
  -8	6	i	i	4	-2	0.9	5	8	-1

Record cards, as listed above. Screens in order: NadD inh	DNMT1 inh	Neddyl block	Rpn11 block	SUMO1 PPI mod	STEP block	LMPTP block	Scp1 inh	CSN deneddyl inh	Rin1 Abl inh
O=C(c1ccccc1)N1CCN(C(=O)c2cc3nc(-c4ccccc4)cc(C(F)(F)F)n3n2)CC1 is entered as 2	-3	i	i	-12	-2	0.2	-12	-4	0
CN(Cc1ccccc1C(F)(F)F)C(=O)C1CCC(=O)N(CC2CCCCC2)C1 (stereo not drawn) is entered as 2	2	i	i	2	4	-0.4	x	-3	-1
CCOC(=O)CC(=O)Nc1nnc(C(C)C)s1 is entered as -2	-1	i	i	0	-1	-1.5	-4	-3	0
CCOc1ccc(OCC)c(NC(=O)CSc2nnnn2CC)c1 is entered as -8	3	i	i	-1	1	2.1	-7	-5	-5
Cc1cccc(C)c1NC(=O)COC(=O)CSc1nnc(N)s1 is entered as 4	-2	i	i	-4	-3	-3.3	0	-10	-5

New compounds follow:
Order of results: NadD inh	DNMT1 inh	Neddyl block	Rpn11 block	SUMO1 PPI mod	STEP block	LMPTP block	Scp1 inh	CSN deneddyl inh	Rin1 Abl inh
[41] CC(C)C(=O)N1CCC(CN=Cc2c(O)n(C3CCCCC3)c(=O)n(C3CCCCC3)c2=O)CC1
  -6	-7	i	i	-5	-1	3.7	-7	2	6
[42] CCCCN(C(=O)c1c(-c2ccccc2)noc1C)c1c(N)n(CCC)c(=O)[nH]c1=O
  -4	6	i	i	-6	-2	-0.1	-5	1	-1
[43] O=C(c1ccccc1F)N(Cc1nc2ccccc2c(=O)[nH]1)C1CCCC1
  -4	2	i	i	-1	-1	-0.8	-1	2	-2
[44] COc1ccc(CN(CC(=O)NCc2ccc(F)cc2)C(=O)c2csnn2)cc1
  2	0	i	i	3	2	-0.6	-3	1	-1
[45] CC(=O)N1CCN(c2ccc(N)cc2)CC1
  -1	-6	i	i	-5	-1	1.7	-9	-4	-8
[46] O=C(NC1CCCCC1NC(=O)c1cccs1)c1cccs1 (stereo not drawn)
  -1	5	i	i	4	-3	2.7	2	2	0
[47] Cc1ccc(S(=O)(=O)c2nc(S(C)(=O)=O)sc2N2CCCC2)cc1
  3	-2	i	i	0	5	1.1	-5	0	-1
[48] CCCCn1c(N)c(N(CCOC)C(=O)C2CCN(S(=O)(=O)c3ccc(F)cc3)CC2)c(=O)[nH]c1=O
  5	4	i	i	1	-1	-0.5	4	3	0
[49] COc1ccc(CNC2CCSc3ccccc32)cc1OC (stereo not drawn)
  -6	0	i	i	-3	0	-0.6	-9	3	-3
[50] COc1ccc(Br)cc1CN1CCCCCC1
  -12	0	i	i	5	0	-1.3	-2	-3	2
[51] CCCCn1c2nc3ccccc3nc2c2c(=O)n(CCC)cnc21
  -1	-2	x	i	-12	-2	-1.9	-2	4	1
[52] CCc1nn(CCCC(=O)N2CCN(c3cccc(C)c3C)CC2)c(=O)c2cc3occc3n12
  1	-5	i	i	2	1	4.2	-7	1	-3
[53] CCOC(=O)c1ccccc1NC(=O)CN1CCC(n2nnc3cc(F)ccc32)CC1
  -4	1	i	i	2	9	3.5	-4	1	1
[54] COc1ccc(C(=O)N2CCC(c3ccccc3)CC2)c(OC)c1OC
  -3	4	i	i	1	1	0.4	-3	5	1
[55] Cc1ccc(NC2Nc3cc(C)nn3S2)c(C)c1 (stereo not drawn)
  9	0	i	i	4	3	-0.9	-2	2	-4
[56] COc1cc(N)c(Cl)cc1C(=O)OCC(=O)NC1CCCC1
  0	1	i	i	4	-2	-0.3	-5	0	2
[57] Cc1cc(C)c(S(=O)(=O)N2CCN(C(=O)c3ccccc3OCc3c(C)noc3C)CC2)c(C)c1
  1	3	i	i	3	-1	1.7	-5	-2	2
[58] O=C(COc1ccccc1)NCc1n[nH]c(=S)n1-c1ccccc1
  0	2	i	i	-2	-3	-0.9	8	-7	3
[59] COC(=O)c1cnn(-c2ccccc2)c1C(OC)OC
  3	4	i	i	-4	-2	-0.6	-1	-2	-2
[60] O=C(CCC(=O)N1CCSc2ccccc21)NC1CCCCC1
  5	0	i	i	-2	-3	0.0	-8	-4	-5
[61] COc1ccc(C(=O)Cc2ccc(OC)c(OC)c2)cc1
  8	-3	i	i	11	3	-0.7	-8	0	-1
[62] CCC(=O)NC(c1ccccc1Cl)c1c(O)ccc2ccccc12 (stereo not drawn)
  -3	3	i	i	-2	2	1.0	-1	-4	1

Source: PubChem BioAssay

Random draw from the library. Share with any hit: about 3.8%.
